KB-3-1 cytotox = KB-3-1 parental cell cytotoxicity; KB-3-1 viability, CellTiter-Glo ATP luminescence, 72 h; Potency, µM (titrated, usually from 46.1 µM), without a hit: top-dose activity change, negative = cytotoxic, usual class: cytotoxic; actives 1.4% (n = 400,000); AID 1347075; note: % is set by controls: 0 for no effect and ±100 for the full control effect; nearly all actives have a fitted effect of over 60% in size
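72 h, 37 °C compound treatment of KB-3-1 parental cells; CellTiter-Glo added, 10 min, luminescence read. Data corrected against DMSO-only plates and normalized before curve fitting.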
KB-V1 MDR tox = KB-V1 MDR subline cytotoxicity; KB-V1 MDR cells viability, CellTiter-Glo, 72 h; Potency, µM (top dose mostly 46.1 µM), without a hit: at the top dose activity change, negative = cytotoxicity, hits mostly cytotoxic; actives 3.4% (n = 400,000); note: % is set by controls: 0 for no effect and ±100 for the full control effect; nearly all actives have a fitted effect of over 60% in size
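Cytotoxicity toward P-gp-expressing KB-V1 cells was determined as loss of CellTiter-Glo luminescence after 72 h at 37 degrees C. Compounds were tested in quantitative HTS format across a concentration range, with curves fitted to normalized data.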
HT1080 IDH1KD tx = kills HT-1080 cells with IDH1 knockdown | HT-1080 IDH1 knockdown viability, ATP luminescence, 48 h | Potency, µM (doses to about 46.1 µM), for inactives: at the highest dose activity, negative = toxicity, most hits filed as cytotoxic | actives 2% (n = 360,000);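 note: 0% = DMSO wells and -100% = cell-free medium wells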
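In this qHTS, HT-1080 cells depleted of IDH1 are exposed for 48 h at 37 °C to compound titrations. Toxicity is scored from CellTiter-Glo luminescence, with DMSO as full viability and medium alone as none.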
TDP43 rescue = rescues yeast growth from TDP-43 toxicity | TDP-43 expressing yeast growth rescue, BacTiter-Glo, 24 h | Potency, µM (series often up to 46.1 µM), without a hit: at the top dose growth rescue (activation), usual class: activators | actives 1.8% (n = 410,000) | AID 652104; note: % of control where 0% means no effect; nearly all actives have a fitted effect of over 50% in size
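Cell-based yeast growth screen: TDP-43 expression induced in galactose, inoculum OD600=0.02 after raffinose pregrowth to mid-log. Read-out BacTiter-Glo luminescence at 24 hr, 30 deg C; inhibition of toxicity seen as signal increase.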
SW480 rereplic = inducers of DNA re-replication in SW480 colon cancer cells; SW480 DNA re-replication, Hoechst DNA content imaging, 48 h; Potency, µM (highest dose often 46.1 µM), for the others: top-dose re-replication activation, usual class: activators; actives 1.8% (n = 340,000); AID 624297; note: % of control where 0% means no effect; nearly all actives have a fitted effect of over 55% in size
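Quantitative HTS format with DMSO vehicle controls; 48 hr drug incubation at 37 C, then 40 min Hoechst staining and scanning imager measurement at 405 nm excitation.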
GLP-1R agonist = GLP-1 receptor (human) agonism; P43220; Potency, µM (highest dose often 45.6 µM), inactives show top-dose activation, usual class: activators; AID 624172; HEK293 GLP-1R CRE-luciferase, luminescence, 4-6 h; cells express a hypersensitive GLP-1R form; actives 0.007% (n = 380,000); note: % of control where 0% means no effect
Target sequence (P43220 whole entry, looked up): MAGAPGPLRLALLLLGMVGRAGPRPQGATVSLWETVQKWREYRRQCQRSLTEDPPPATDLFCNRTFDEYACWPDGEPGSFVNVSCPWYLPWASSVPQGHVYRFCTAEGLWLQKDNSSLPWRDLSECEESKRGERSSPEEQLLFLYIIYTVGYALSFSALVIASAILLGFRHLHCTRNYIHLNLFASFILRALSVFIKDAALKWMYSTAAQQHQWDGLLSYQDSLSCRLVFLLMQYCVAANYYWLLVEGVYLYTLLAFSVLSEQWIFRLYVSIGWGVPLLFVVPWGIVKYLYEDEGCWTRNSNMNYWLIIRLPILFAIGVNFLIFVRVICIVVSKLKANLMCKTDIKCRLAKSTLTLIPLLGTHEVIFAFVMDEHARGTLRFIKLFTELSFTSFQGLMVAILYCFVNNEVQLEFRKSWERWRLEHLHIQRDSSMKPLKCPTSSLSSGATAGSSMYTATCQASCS
HEK293 tox = cytotoxicity in counter-screen for GLP-1R inverse agonists | HEK293 cAMP-luciferase reporter cells, luminescence, 24 h | Potency, µM (top dose mostly 38.3 µM), for inactives: top-dose activity change, negative = inhibition, hits mostly inhibitors | actives 0.13% (n = 410,000) | AID 624418;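 note: loss of luciferase light is scored as toxicity; % is set by controls: 0 for no effect and ±100 for the full control effect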
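MLSMR compounds, 24 hr on cells at 37 deg C/5% CO2; luminescence after luciferase reagent (12 min RT). Inhibition counted as the undesired cytotoxic outcome.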
HT1080-NT tox = kills 2HG-producing HT-1080-NT fibrosarcoma cells; HT-1080-NT fibrosarcoma viability, CellTiter-Glo ATP luminescence, 48 h; Potency, µM (highest dose often 46.1 µM), inactives show at the top dose activity, negative = less viability, hits mostly cytotoxic; actives 1.6% (n = 360,000);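 note: NT is the 2HG producing partner of a matched IDH1 knockdown line; 0% = DMSO-treated cells and -100% = media-only wells without cells; nearly all actives have a fitted effect of over 55% in size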
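HT-1080-NT fibrosarcoma cells (2HG-overproducing), 750 cells/well in RPMI with 5% FBS, dosed after 2 h and incubated 48 h at 37C. CellTiter-Glo luminescence normalized to DMSO and no-cell wells; concentration-response curves fitted and classed.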
GLP1R inv ag = inverse agonists of human GLP-1 receptor. P43220. HEK293 GLP-1R CRE-luciferase, luminescence, 24 h; GLP-1R form is constitutively active. Potency, µM (titrated, usually from 38.3 µM), without a hit: at the top dose activity change, negative = inhibition, usual class: inhibitors. actives 1.6% (n = 410,000). AID 624417; note: % is set by controls: 0 for no effect and ±100 for the full control effect; nearly all actives have a fitted effect of over 55% in size
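Cells are plated, allowed 12 hours at 37 deg C, then treated with compounds for 24 hr before luciferase detection reagent is added and luminescence is read after 12 min at room temperature. The HEK293 line carries constitutively active GLP-1R with a cAMP-responsive reporter.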
The depositor's hits bear a star; [ ] = another dose, or the depositor's remark. Calls come from the whole dose curve; as a rule, active = well fitted curve in the direction sought with a large enough effect; inconclusive = small, poorly fitted or top-dose-only effect, or another doubt; inactive = no such curve, though single readings can be large; an effect the other way counts as inactive or inconclusive. Potency is the fitted concentration of half-maximal effect.

Results for COc1cc(C2Nc3ccccc3NC3=C2C(=O)CC(C)(C)C3)cc(OC)c1OC (stereo not drawn) ?
KB-3-1 cytotox: 6%; KB-V1 MDR tox: 3%; HT1080 IDH1KD tx: -7%; TDP43 rescue: -15%[1.82 µM]; SW480 rereplic: 4%; GLP-1R agonist: 1%; HEK293 tox: 11%; HT1080-NT tox: -1%; GLP1R inv ag: 8%

How did O=C(COC(=O)C1=COCCO1)Nc1ncc(C(F)(F)F)cc1Cl do in these assays?
KB-3-1 cytotox: 14%; KB-V1 MDR tox: 16%; HT1080 IDH1KD tx: 5%; TDP43 rescue: 5%; SW480 rereplic: 3%; GLP-1R agonist: 7%; HEK293 tox: 4%; HT1080-NT tox: 12%; GLP1R inv ag: -4%

How did NC(=O)c1c(NC(=S)Nc2ccc(F)cc2)sc2c1CCCC2 do in these assays?
KB-3-1 cytotox: -3%; KB-V1 MDR tox: inconclusive; HT1080 IDH1KD tx: -2%; TDP43 rescue: 24%; SW480 rereplic: -9%; GLP-1R agonist: 4%; HEK293 tox: -4%; HT1080-NT tox: -3%; GLP1R inv ag: 3%

What do the screens show for `Cc1ccccc1NC(=O)CN1C(=O)NC(C)(CCc2ccccc2)C1=O` (stereo not drawn)?
KB-3-1 cytotox: -2%; KB-V1 MDR tox: 0%; HT1080 IDH1KD tx: 6%; TDP43 rescue: -3%[9.22 µM]; SW480 rereplic: 3%; GLP-1R agonist: 9%; HEK293 tox: 0%[7.66 µM]; HT1080-NT tox: 0%; GLP1R inv ag: 14%[7.66 µM]

What do the screens show for `COCCNC(=O)c1ccc(N2CC3CC(C2)c2cccc(=O)n2C3)c(NC(=O)c2ccccc2Cl)c1` (stereo not drawn)?
KB-3-1 cytotox: -6%; KB-V1 MDR tox: -5%; HT1080 IDH1KD tx: 2%; TDP43 rescue: 7%; GLP-1R agonist: 1%; HEK293 tox: 11%; HT1080-NT tox: 2%; GLP1R inv ag: 3%

What do the screens show for `CSC1=C(C#N)C(c2ccc(C(C)C)cc2)CC(=O)N1` (stereo not drawn)?
KB-3-1 cytotox: 0%; KB-V1 MDR tox: -3%; HT1080 IDH1KD tx: -14%; TDP43 rescue: 0%; SW480 rereplic: -11%; GLP-1R agonist: 6%; HEK293 tox: 12%; HT1080-NT tox: -26%; GLP1R inv ag: 4%

What do the screens show for `Cc1nc(C)c(C(=O)N(c2ccc(F)cc2)C(C(=O)NCC2CCCO2)c2ccccc2)s1` (stereo not drawn)?
KB-3-1 cytotox: 9%; KB-V1 MDR tox: inconclusive; HT1080 IDH1KD tx: 4%; TDP43 rescue: -1%; SW480 rereplic: -3%; GLP-1R agonist: -2%; HEK293 tox: 9%; HT1080-NT tox: 15%; GLP1R inv ag: -3%

What do the screens show for `O=C(CN1C(=O)C2C3c4ccccc4C(c4ccccc43)C2C1=O)Nc1cccc(C(=O)O)c1` (stereo not drawn)?
KB-3-1 cytotox: 1%; KB-V1 MDR tox: -6%; HT1080 IDH1KD tx: 6%; TDP43 rescue: 0%; SW480 rereplic: inconclusive; GLP-1R agonist: 1%; HEK293 tox: 4%; HT1080-NT tox: -1%; GLP1R inv ag: -1%

What do the screens show for `Nc1cc(N)cc(-c2nc3ccccc3o2)c1`?
KB-3-1 cytotox: 3%; KB-V1 MDR tox: 24%; HT1080 IDH1KD tx: 0%; TDP43 rescue: 0%; SW480 rereplic: -1%; GLP-1R agonist: -1%; HEK293 tox: -13%; HT1080-NT tox: 0%; GLP1R inv ag: 4%

What do the screens show for `CC(=O)n1cc(/C=N/NC(N)=S)c2ccccc21`?
KB-3-1 cytotox: inconclusive; KB-V1 MDR tox: 5.2µM*; HT1080 IDH1KD tx: 6%; TDP43 rescue: 5%; SW480 rereplic: 9%; GLP-1R agonist: 11%; HEK293 tox: 1%; HT1080-NT tox: 18%; GLP1R inv ag: 95%[activator]

What do the screens show for `O=C(CCN1CCN(c2ccccc2)CC1)NNC(=O)c1cccc2ccccc12`?
KB-3-1 cytotox: -1%; KB-V1 MDR tox: 18µM*; HT1080 IDH1KD tx: 10%; TDP43 rescue: inconclusive; SW480 rereplic: -2%; GLP-1R agonist: -3%; HEK293 tox: -19%; HT1080-NT tox: 7%; GLP1R inv ag: -24%

What do the screens show for `Cc1c(Cl)c([N+](=O)[O-])nn1CC(=O)NCCCN1CCOCC1`?
KB-3-1 cytotox: 11%; KB-V1 MDR tox: 5%; HT1080 IDH1KD tx: 11%; TDP43 rescue: -10%; SW480 rereplic: -4%; GLP-1R agonist: 7%; HEK293 tox: -4%; HT1080-NT tox: 21%; GLP1R inv ag: 0%

What do the screens show for `CCCNC(=O)COc1ccc2c(=O)c(Oc3ccccc3F)coc2c1`?
KB-3-1 cytotox: 0%; KB-V1 MDR tox: inconclusive; HT1080 IDH1KD tx: 1%; TDP43 rescue: -3%; SW480 rereplic: 6%; GLP-1R agonist: -2%; HEK293 tox: 5%; HT1080-NT tox: 7%; GLP1R inv ag: -4%

Results for O=[N+]([O-])c1ccc(N2CCN(Cc3ccccc3)CC2)c(S(=O)(=O)N2CCOCC2)c1 ?
KB-3-1 cytotox: -15%; KB-V1 MDR tox: -16%; HT1080 IDH1KD tx: -8%; TDP43 rescue: -15%; SW480 rereplic: 18%; GLP-1R agonist: -15%; HEK293 tox: -3%; HT1080-NT tox: -3%; GLP1R inv ag: inconclusive

How did N#Cc1cc2c(nc1SCc1ccccc1)CCC2 do in these assays?
KB-3-1 cytotox: 11%; KB-V1 MDR tox: -28%; HT1080 IDH1KD tx: -3%; TDP43 rescue: -1%; SW480 rereplic: -2%; GLP-1R agonist: -2%; HEK293 tox: 14%; HT1080-NT tox: -2%; GLP1R inv ag: 11%

Results for CS(=O)(=O)Cc1ccc(C(=O)NC2CCCc3ccccc32)cc1 (stereo not drawn) ?
KB-3-1 cytotox: 17%; KB-V1 MDR tox: inconclusive; HT1080 IDH1KD tx: 2%; TDP43 rescue: -14%; SW480 rereplic: -20%; GLP-1R agonist: 8%; HEK293 tox: 7%; HT1080-NT tox: 6%; GLP1R inv ag: -12%

Results for COc1ccccc1-c1nnc(SCC(=O)Nc2ccccc2F)o1 ?
KB-3-1 cytotox: 5%; KB-V1 MDR tox: -4%; TDP43 rescue: 7%; HEK293 tox: 3%; GLP1R inv ag: 4%

What do the screens show for `NNC(=O)c1csc(-c2ncc(C(F)(F)F)cc2Cl)n1`?
KB-3-1 cytotox: 0%; KB-V1 MDR tox: inconclusive; HT1080 IDH1KD tx: 16%; TDP43 rescue: inconclusive; SW480 rereplic: -10%; GLP-1R agonist: 10%; HEK293 tox: 20%; HT1080-NT tox: 26%; GLP1R inv ag: 19%

How did O=C(c1c(F)cccc1F)N(Cc1ccccc1)Cc1ccccc1 do in these assays?
KB-3-1 cytotox: -6%; KB-V1 MDR tox: -13%; HT1080 IDH1KD tx: -1%; TDP43 rescue: -3%; SW480 rereplic: -21%; GLP-1R agonist: 12%; HEK293 tox: 0%; HT1080-NT tox: -10%; GLP1R inv ag: inconclusive

Results for CN(C(=O)C1CCC(CNS(=O)(=O)c2cccc3cccnc23)CC1)C1CCCCC1 (stereo not drawn) ?
KB-3-1 cytotox: -26%; KB-V1 MDR tox: -5%; HT1080 IDH1KD tx: -20%; TDP43 rescue: -23%; SW480 rereplic: inconclusive; GLP-1R agonist: 0%; HEK293 tox: -1%; HT1080-NT tox: -13%; GLP1R inv ag: -28%

Continued (two carried over from the part before).
How did O=C(c1c(F)cccc1F)N(Cc1ccccc1)Cc1ccccc1 do in these assays?
KB-3-1 cytotox: -6%; KB-V1 MDR tox: -13%; HT1080 IDH1KD tx: -1%; TDP43 rescue: -3%; SW480 rereplic: -21%; GLP-1R agonist: 12%; HEK293 tox: 0%; HT1080-NT tox: -10%; GLP1R inv ag: inconclusive

Results for CN(C(=O)C1CCC(CNS(=O)(=O)c2cccc3cccnc23)CC1)C1CCCCC1 (stereo not drawn) ?
KB-3-1 cytotox: -26%; KB-V1 MDR tox: -5%; HT1080 IDH1KD tx: -20%; TDP43 rescue: -23%; SW480 rereplic: inconclusive; GLP-1R agonist: 0%; HEK293 tox: -1%; HT1080-NT tox: -13%; GLP1R inv ag: -28%

What do the screens show for `CCc1ccccc1N(CC)C(=O)c1cn(C)c(=O)c2cc(OC)c(OC)cc12`?
KB-3-1 cytotox: 5%; KB-V1 MDR tox: inconclusive; HT1080 IDH1KD tx: 0%; TDP43 rescue: 2%; SW480 rereplic: 1%; GLP-1R agonist: -6%; HEK293 tox: -6%; HT1080-NT tox: 2%; GLP1R inv ag: -2%

Results for COCCN(C(=O)COC(=O)C(C)(C)Oc1ccc(Cl)cc1)c1c(N)n(Cc2ccccc2)c(=O)[nH]c1=O ?
KB-3-1 cytotox: -5%; KB-V1 MDR tox: inconclusive; HT1080 IDH1KD tx: -4%; TDP43 rescue: 8%; SW480 rereplic: -35%[inhibitor]; GLP-1R agonist: -5%; HEK293 tox: 3%; HT1080-NT tox: 1%[9.24 µM]; GLP1R inv ag: -10%

What do the screens show for `CN(C)Cc1nc2ccccc2c(=O)n1Cc1nc(-c2cc3ccccc3o2)cs1`?
KB-3-1 cytotox: inconclusive; KB-V1 MDR tox: -20%; HT1080 IDH1KD tx: inconclusive; TDP43 rescue: -9%; SW480 rereplic: 0%; GLP-1R agonist: -10%; HEK293 tox: -35%; HT1080-NT tox: -13%; GLP1R inv ag: inconclusive

How did O=C1COc2ccc3ccccc3c2CN1 do in these assays?
KB-3-1 cytotox: -2%; KB-V1 MDR tox: 12%; HT1080 IDH1KD tx: 1%; TDP43 rescue: -6%; SW480 rereplic: -3%; GLP-1R agonist: 0%; HEK293 tox: -11%; HT1080-NT tox: 3%; GLP1R inv ag: 21%
